RPL19A-GFP yeast = RPL19A-GFP expression modulators in yeast, primary screen, cell-based, S. cerevisiae, multiplex flow cytometry, MLPCN. percent response vs DMSO, % at 10 µM. 330,000 compounds, 0.3% hits. S. cerevisiae RPL19A-GFP strain, 3 h; hits give low values;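 active = percent response vs DMSO below 50%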;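 note: median channel GFP fluorescence of the barcoded RPL19A-GFP strain; ratio of sample median GFP to plate DMSO average so 100% = DMSO; lower means less RPL19A-GFP as with rapamycin TOR inhibition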
GRK2 inh = compounds blocking aptamer binding on GRK2 – biochemical, human GRK2, bead flow cytometry, HTS, primary screen. Beta-adrenergic receptor kinase 1 (Homo sapiens), P25098. FAM-aptamer displacement from GRK2. inhibition of aptamer binding, % at 10 µM. 330,000 compounds, 0.59% hits. AID 488847, 2010;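 active = inhibition of aptamer binding above 40%, roughly 3 SD of noise, on plates passing a quality check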;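 note: median bead fluorescence of bound FAM aptamer so fluorescent compounds give negative values; no value below 0 was filed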
Target sequence (P25098 whole entry, looked up): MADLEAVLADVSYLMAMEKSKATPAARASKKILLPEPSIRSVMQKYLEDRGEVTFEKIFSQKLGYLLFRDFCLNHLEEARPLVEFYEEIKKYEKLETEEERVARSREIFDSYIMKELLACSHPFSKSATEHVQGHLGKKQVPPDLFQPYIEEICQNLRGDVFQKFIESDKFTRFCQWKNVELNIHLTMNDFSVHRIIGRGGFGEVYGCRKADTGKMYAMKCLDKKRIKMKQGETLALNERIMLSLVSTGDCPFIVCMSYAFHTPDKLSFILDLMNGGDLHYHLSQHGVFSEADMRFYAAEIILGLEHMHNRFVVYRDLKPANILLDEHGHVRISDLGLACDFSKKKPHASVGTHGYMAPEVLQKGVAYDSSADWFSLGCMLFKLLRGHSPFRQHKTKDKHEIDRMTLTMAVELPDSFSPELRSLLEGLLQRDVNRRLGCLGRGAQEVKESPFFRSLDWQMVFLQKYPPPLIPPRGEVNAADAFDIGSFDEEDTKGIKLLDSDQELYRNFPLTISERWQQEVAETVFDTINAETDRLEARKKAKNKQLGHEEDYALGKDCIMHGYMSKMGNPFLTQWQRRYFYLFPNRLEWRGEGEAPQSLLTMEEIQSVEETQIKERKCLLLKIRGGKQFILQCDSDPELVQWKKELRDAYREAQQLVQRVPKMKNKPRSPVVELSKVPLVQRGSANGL
LAP4 TOR yeast = modulators of LAP4-GFP expression in yeast, primary screen, S. cerevisiae, multiplex flow cytometry, MLPCN library; 3 h; median GFP as percent of DMSO wells; GFP response vs DMSO, % at 10 µM; 320,000 compounds, 0.34% hits;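 active = GFP response vs DMSO above a set limit, about the screen mean plus 3 SD, cut at about 150% in these data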
MEP2-GFP yeast = modulators of MEP2-GFP levels in yeast, primary screen, S. cerevisiae, multiplex flow cytometry, MLPCN library; AID 2016, 2009; GFP response vs DMSO, % at 10 µM; 330,000 compounds, 0.51% hits; S. cerevisiae MEP2-GFP strain, 3 h; 100% = DMSO control level;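 active = GFP response versus DMSO above a set limit, roughly screen mean plus 3 SD, cut at about 180% in these data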;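 note: median GFP fluorescence of the barcode-gated MEP2-GFP cells per well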
AGP1-GFP MLPCN = modulators of AGP1-GFP expression in yeast TOR pathway, primary screen, cell-based, multiplex flow cytometry, S. cerevisiae, MLPCN library. 3 h; GFP as percent of DMSO wells. GFP response vs DMSO, % at 10 µM. 320,000 compounds, 0.02% hits. AID 2066, 2009;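 active = GFP response relative to DMSO above a set limit, near screen average plus 3 SD, cut at about 150% in these data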;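 note: median GFP channel fluorescence of the gated AGP1 strain per well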
Yeast superoxide = reduction of superoxide in aged yeast, primary screen, HTS; S. cerevisiae aged cells, superoxide DHE fluorescence; hits give low values; AID 2690, 2010; superoxide response (% of plate mean), % at 10 µM; 330,000 compounds, 0.18% hits;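 active = superoxide response under a set limit, about three screen SD below normal, cut at about 65% in these data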;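 note: yeast aged for seven days with compound at 30 °C before DHE staining; 100% = average MFI of all compound-treated wells on the plate with controls excluded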
CIT2 TOR yeast = modulators of CIT2-GFP expression in yeast, primary screen, S. cerevisiae, GFP fusion, multiplex flow cytometry, MLPCN library | 320,000 compounds, 0.065% hits | GFP response vs DMSO, % at 10 µM | S. cerevisiae CIT2-GFP strain, 3 h; 100 means same as DMSO wells | AID 2029, 2009;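 active = GFP response relative to DMSO above a set limit, near the screen mean plus 3 SD, cut at about 150% in these data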;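 note: ratio of well median GFP fluorescence to mean of DMSO wells on the plate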
VLA-4 inh = inhibition in human VLA-4 binding assay, primary screen, VLA-4 allosteric modulator project, MLPCN library, flow cytometry, VLA-4 expressing cells; ligand binding flow cytometry; inhibition, % (about 7 µM as worked out from the volumes in the protocol); 330,000 compounds, 0.2% hits; in the data active = inhibition above about 50%
Starred values were filed as active, the others as inactive; . = not tested or not shown.

The first 6 compounds, ahead of the listing:
SMILES	RPL19A-GFP yeast	GRK2 inh	LAP4 TOR yeast	MEP2-GFP yeast	AGP1-GFP MLPCN	Yeast superoxide	CIT2 TOR yeast	VLA-4 inh
O=C(c1ccc(C(F)(F)F)cc1)N1CCC(=O)N(C(COCc2ccc(C(F)(F)F)cc2)Cc2ccccc2)CC1 (stereo unspecified)	97.1	0.0	124.6	95.5	78.5	101.8	69.3	17.1
CC1(NC(=O)Cn2cc(C(F)(F)F)ccc2=O)CCS(=O)(=O)C1 (stereo unspecified)	95.9	3.0	101.6	100.0	96.1	108.3	91.3	9.8
CCCOC(=O)Nc1ccc(S(=O)(=O)Nc2ncccn2)cc1	100.5	0.0	95.1	107.1	113.2	102.2	95.7	6.6
CCOc1ccc(C(=O)n2cnnc2N)cc1	101.5	1.0	98.2	101.1	92.7	103.8	99.4	-14.7
COc1cccc(CN(C)S(=O)(=O)c2cccs2)c1	107.1	1.0	112.2	109.2	102.3	101.5	99.9	21.0
CCn1c2ccccc2c2cc(N=C3SC(CC(=O)Nc4ccccc4)C(=O)N3C)ccc21 (stereo unspecified)	103.2	0.0	98.4	104.4	112.0	111.0	106.6	25.4

This part in full, previewed entries included:
SMILES	RPL19A-GFP yeast	GRK2 inh	LAP4 TOR yeast	MEP2-GFP yeast	AGP1-GFP MLPCN	Yeast superoxide	CIT2 TOR yeast	VLA-4 inh
O=C(c1ccc(C(F)(F)F)cc1)N1CCC(=O)N(C(COCc2ccc(C(F)(F)F)cc2)Cc2ccccc2)CC1 (stereo unspecified)	97.1	0.0	124.6	95.5	78.5	101.8	69.3	17.1
CC1(NC(=O)Cn2cc(C(F)(F)F)ccc2=O)CCS(=O)(=O)C1 (stereo unspecified)	95.9	3.0	101.6	100.0	96.1	108.3	91.3	9.8
CCCOC(=O)Nc1ccc(S(=O)(=O)Nc2ncccn2)cc1	100.5	0.0	95.1	107.1	113.2	102.2	95.7	6.6
CCOc1ccc(C(=O)n2cnnc2N)cc1	101.5	1.0	98.2	101.1	92.7	103.8	99.4	-14.7
COc1cccc(CN(C)S(=O)(=O)c2cccs2)c1	107.1	1.0	112.2	109.2	102.3	101.5	99.9	21.0
CCn1c2ccccc2c2cc(N=C3SC(CC(=O)Nc4ccccc4)C(=O)N3C)ccc21 (stereo unspecified)	103.2	0.0	98.4	104.4	112.0	111.0	106.6	25.4
Cc1cccc(-n2nc([N+](=O)[O-])c(N3CCN(C(=O)c4ccco4)CC3)[n+]2[O-])c1	99.2	4.0	116.2	107.5	110.9	94.9	106.1	-5.2
CC(=O)Nc1ccc(S(=O)(=O)NCC2CCC(C(=O)NC(C)c3ccc4c(c3)OCCO4)CC2)cc1 (stereo unspecified)	103.2	0.0	101.3	111.6	105.9	84.8	107.7	6.2
Nc1nc(COC(=O)CCC(=O)c2ccc(Cl)cc2)nc(Nc2ccccc2)n1	91.8	0.0	92.1	87.4	93.7	163.2	87.3	6.2
Cc1cccc(CNc2ncc(-c3cccc([N+](=O)[O-])c3)n2C)c1	92.7	2.0	103.2	92.3	94.7	106.0	88.7	6.6
Cc1ccc2nc(-c3ccccc3)cc(C(=O)N3CCc4ccccc4C3)c2c1	99.0	3.0	108.9	95.3	101.6	94.7	95.5	-2.4
COc1cccc(NC(=O)COc2ccccc2)c1	101.8	1.0	96.4	107.1	98.1	96.5	102.3	-0.4
CN(C)CCN(Cc1ccccc1)C(=O)C1CCN(c2ncnc3c2nc2n3CCCCC2)CC1	99.6	0.0	100.9	104.3	99.7	97.5	110.0	2.7
Cc1nc(C)c(-c2csc(NCc3ccco3)n2)s1	103.1	0.0	116.1	107.3	104.6	82.6	105.3	6.6
COC(=O)c1ccc(CSc2nc(-c3ccccc3)cs2)o1	98.5	0.0	112.7	101.8	97.0	108.3	90.4	-0.6
O=C(COC(=O)c1cccc([N+](=O)[O-])c1)c1ccc2c(c1)OCO2	100.1	1.0	108.4	110.6	100.4	101.5	89.1	-1.2
Cc1cc(CSc2ccccc2)ccc1NC(=O)c1cccc([N+](=O)[O-])c1	97.6	6.0	97.1	104.7	85.5	107.7	96.5	12.2
C(=NC12CN3CN(CN(C3)C1)C2)c1ccc2c(c1)OCO2	99.4	0.0	104.9	98.8	98.7	90.9	101.3	-0.4
CNC(=O)NC(=O)CSc1nnc(-c2ccco2)n1Cc1ccccc1	100.4	3.0	.	99.2	101.1	97.8	94.5	5.5
CCNc1nc(NCC)nc(C(=O)Nc2ccccc2)n1	97.1	3.0	115.5	100.3	98.8	88.9	101.4	5.0
COCCNC(=O)c1cnn2c(C(F)F)cc(-c3ccc(C)cc3)nc12	102.8	0.0	98.6	101.3	95.9	107.5	100.1	9.2
Cc1sc2ncnc(N3CCC(C(=O)Nc4ccc(S(N)(=O)=O)cc4)CC3)c2c1C	92.8	1.0	107.3	99.5	94.1	121.5	85.3	8.6
CCn1cc(C2=NOC(C(=O)O)C2)c(C)n1 (stereo unspecified)	96.2	4.0	102.2	100.6	101.6	104.8	99.5	20.9
CCOC(=O)COc1ccc(/C=C/[N+](=O)[O-])c(OCC(=O)OCC)c1	101.2	0.0	138.1	97.9	101.0	109.3	90.8	21.4
CCCn1ncc(CN2CCC(Cc3cccc(F)c3)(C(=O)OCC)CC2)c1C	100.5	0.0	106.9	106.1	101.5	100.4	97.3	-10.0
Cc1ccc(NC(=O)Cn2cc(C(=O)C3CC3)c3ccccc32)c(C)c1	102.1	0.0	97.9	108.5	97.0	103.2	97.8	16.4
Cc1cc(C)nc(SCc2ccc(Br)cc2)n1	104.6	0.0	96.7	105.6	100.2	117.7	107.5	19.5
Oc1ccc(C[C@H]2CNCCN2CCc2cc(C(F)(F)F)cc(C(F)(F)F)c2)cc1	109.7	44.0*	114.1	107.1	97.5	115.9	88.8	36.3
COc1ccc(CCNC(=O)Cn2cnc3c(cnn3C(C)(C)C)c2=O)cc1OC	100.8	1.0	99.9	101.7	101.0	101.0	100.8	-0.6
CC(NC(=O)COC(=O)Cc1ccccc1[N+](=O)[O-])c1ccccc1 (stereo unspecified)	95.5	1.0	86.7	94.2	88.8	115.0	88.4	5.6
O=C(NCc1cccc(C(F)(F)F)c1)C1CCC(=O)N(C2CCCCCC2)C1 (stereo unspecified)	103.7	1.0	103.8	104.7	106.5	94.5	106.9	-2.7
CCOC(=O)C1=C(C)NC(=O)CC1c1cc2c(cc1Br)OCO2 (stereo unspecified)	101.6	0.0	113.3	107.8	102.4	116.4	97.3	17.3
O=C1CCC(=O)c2oc3ccccc3c2N1	106.0	0.0	116.8	105.8	106.8	97.6	107.5	-3.9
O=C(/C(=C(\O)c1ccccc1)c1ncc[nH]1)c1ccccc1	94.7	0.0	97.6	93.7	106.4	104.2	98.8	3.8
O=C(NC1CCCCC1)N1CCN(c2ccc(Cl)cc2)CC1	100.3	0.0	97.9	90.4	78.0	103.2	90.9	0.5
CCOc1ccc(C2NC(=O)c3ccccc3O2)cc1 (stereo unspecified)	98.7	3.0	113.2	102.5	95.0	93.2	101.2	1.1
Cc1ccc(NC(=O)C2(c3ccccc3)CCOCC2)cc1	92.8	1.0	97.2	94.4	101.7	78.3	94.8	19.9
CCSc1nnc(NC(=O)NC(C)(C(F)(F)F)C(F)(F)F)s1	104.5	2.0	98.8	106.7	104.0	115.4	98.3	.
O=C(N/N=C/C1CC=CCC1)c1cc(-c2cccnc2)nc2ccccc12 (stereo unspecified)	113.6	3.0	91.3	111.6	109.0	110.0	108.6	3.0
COc1ccc(S(=O)(=O)NC2CCCCCC2)c(OC)c1	101.6	4.0	93.9	116.8	94.3	98.7	101.0	-3.9
N#Cc1cc(N2CCOCC2)nc2ccccc12	99.7	0.0	99.3	95.0	76.5	119.4	96.6	13.2
O=C(C[n+]1cc(Br)cc2ccccc21)c1ccc(Br)cc1	108.5	40.0	98.0	107.4	109.3	107.6	102.1	-32.3
O=C1CCCC/C1=C/Nc1cccc(C(F)(F)F)c1	102.5	0.0	93.7	97.3	99.8	91.2	99.0	9.5
Cc1ccc(-c2noc(Cn3cc(S(=O)(=O)N4CCCC4)ccc3=O)n2)cc1	95.0	1.0	97.7	99.8	92.7	103.6	95.9	-2.2
O=C(CCC(=O)c1ccc(F)cc1)NC1CCCN(Cc2ccccc2F)C1 (stereo unspecified)	104.9	1.0	93.8	109.8	99.4	112.3	100.9	3.0
CCCNS(=O)(=O)c1ccc(OCC(=O)N2CCc3ccccc3C2)c(C)c1	95.6	0.0	86.3	95.8	90.4	85.3	101.5	0.1
CCOC(=O)c1cc2c(=O)n3ccccc3nc2n(CCCOC)c1=NC(C)=O	99.5	0.0	104.2	103.1	101.2	89.0	112.8	17.3
O=C(Oc1ccc2ccc(O)cc2c1)c1ccccc1Cl	100.2	1.0	97.9	106.3	99.6	92.6	101.2	7.3
Cc1ccc(Nc2ccc([N+](=O)[O-])nc2[N+](=O)[O-])cc1	95.4	0.0	115.3	94.9	96.2	109.8	89.1	-2.6
Cc1ccc(-n2ncc3c(=O)n(CC(=O)N4CCN(c5ccccc5)CC4)cnc32)cc1C	100.1	6.0	103.2	104.3	108.2	90.7	107.1	5.3
Later entries
SMILES	RPL19A-GFP yeast	GRK2 inh	LAP4 TOR yeast	MEP2-GFP yeast	AGP1-GFP MLPCN	Yeast superoxide	CIT2 TOR yeast	VLA-4 inh
O=C(NCC(c1ccco1)N1CCCCC1)c1ccc2c(c1)S(=O)(=O)c1ccccc1C2=O (stereo unspecified)	101.3	0.0	99.0	98.2	108.7	106.5	101.1	18.4
CC(=O)c1c(N2CCN(Cc3ccc4c(c3)OCO4)CC2)nc(=S)n(-c2ccccc2)c1C	98.5	0.0	103.2	102.8	105.4	106.9	97.8	-2.0
CNC(=O)CC(=O)Nc1ccccc1C(=O)O	98.4	1.0	103.8	122.3	97.7	88.7	100.2	11.2
Cc1cc(Cl)ccc1OCCCC(=O)NNC(=O)c1ccncc1	95.8	0.0	98.3	98.9	97.7	91.8	93.3	9.5
CCOc1ccc(N(CC(=O)N2CCCC2)S(=O)(=O)c2ccc(Cl)cc2)cc1	100.5	0.0	94.5	105.1	102.4	96.5	99.7	4.6
COc1ccc(-c2coc3cc(OC4OC(CO)C(O)C(O)C4O)cc(O)c3c2=O)cc1 (stereo unspecified)	98.4	2.0	97.7	97.3	96.0	90.2	104.7	5.7
CC(=O)NC1=NN(C(C)=O)C(C)(CS(=O)(=O)c2ccc(C)c(C)c2)S1 (stereo unspecified)	96.7	0.0	95.5	101.0	97.5	117.1	94.6	-5.3
Fc1ccc(C2CC(c3cccs3)=NN2C(=S)Nc2ccccc2)cc1 (stereo unspecified)	102.9	0.0	98.2	99.7	102.3	103.4	100.0	-4.1
OCC[C@H]1C[C@@H](O)[C@H](O)[C@@]2(CCc3ccccc3O2)O1	98.8	0.0	98.8	86.4	82.8	102.8	75.3	4.5
COc1ccc(N(CC(O)Cn2c(C)nc3ccccc32)S(=O)(=O)c2ccc(C)cc2)cc1 (stereo unspecified)	100.2	1.0	89.8	99.8	107.8	88.9	100.9	.
Cc1cccc(C)c1N(CC(=O)NC1CCCCC1)C(=O)c1csnn1	100.3	0.0	106.4	88.4	106.5	93.5	94.1	4.9
Cc1cc(C)c(S(=O)(=O)NCc2cccs2)cc1C	106.4	2.0	88.9	100.6	88.3	87.2	92.6	-23.1
COc1ccccc1NS(=O)(=O)c1ccc(NN=C2CCCCC2)c([N+](=O)[O-])c1	95.2	0.0	102.2	109.5	101.8	101.0	90.5	10.8
Cc1cccc(NC(=O)CCN2C(=O)C3C4C=CC(C4)C3C2=O)c1 (stereo unspecified)	95.7	0.0	103.6	99.1	96.2	130.2	90.7	-1.3
